core dimer inh: inhibitors of HCV core protein dimerization, primary screen, biochemical, TR-FRET, high-throughput; inhibition, % at 5 µM; 0.33% of 300,000 active; AID 1899, 2009; TR-FRET GST/Flag-core106 dimerization, 1536-well;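 active = inhibition above the mean of all tested compounds plus 3 SD, set per screening campaign, cut at about 45% in these data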
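Material: GST/Flag-tagged HCV core106 proteins. Incubation: 4 h, 22.5 °C incubation. Read-out basis: inhibition (%) from 671 over 617 nm ratio. Measured by: TR-FRET, excitation 340 nm, emission 617 and 671 nm.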
LYPLA2 inh: LYPLA2 inhibitors, primary screen, counter-screen for PME1 inhibitor project, biochemical, fluorescence polarization, FP-Rh probe ABPP; recombinant LYPLA2; inhibition, % at 5.9 µM; 0.38% of 320,000 active;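 active = inhibition above the screen-wide mean plus 3 SD, limit set per campaign, cut at about 26% in these data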;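 note: 0% = LYPLA2 with DMSO and 100% = wells lacking LYPLA2 enzyme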
Target sequence (O95372 whole entry, looked up): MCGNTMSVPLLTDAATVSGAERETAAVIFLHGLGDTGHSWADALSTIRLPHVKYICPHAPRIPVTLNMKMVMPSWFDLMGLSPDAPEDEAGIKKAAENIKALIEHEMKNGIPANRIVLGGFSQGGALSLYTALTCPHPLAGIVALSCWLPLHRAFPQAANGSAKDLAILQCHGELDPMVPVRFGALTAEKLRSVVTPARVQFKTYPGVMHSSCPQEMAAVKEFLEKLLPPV
PREPL inhibitor: PREPL enzyme inhibitors, primary screen, biochemical, fluorescence polarization; Prolyl endopeptidase-like (Homo sapiens), Q4J6C6; recombinant PREPL, fluorescence polarization activity-based probe; inhibition, % at 5.96 µM; 0.68% of 320,000 active; AID 2751, 2010; in the data active = inhibition above about 43%;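 note: 0% = enzyme with DMSO and 100% = wells lacking enzyme; many of its hits are not listed in these tables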
PP1 counter: PP1-alpha phosphatase inhibitors, primary screen, counter-screen for PP5 inhibitor project, biochemical, fluorescence, OMFP substrate, single point. Serine/threonine-protein phosphatase PP1-alpha catalytic subunit (Homo sapiens), P62136. AID 2235, 2010. inhibition, % at 6.7 µM. 0.9% of 320,000 active. purified PP1alpha;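 active = inhibition above the mean inhibition of all tested compounds plus 3 SD, computed separately for each screening campaign, cut at about 15% in these data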
Target sequence (P62136 whole entry, looked up): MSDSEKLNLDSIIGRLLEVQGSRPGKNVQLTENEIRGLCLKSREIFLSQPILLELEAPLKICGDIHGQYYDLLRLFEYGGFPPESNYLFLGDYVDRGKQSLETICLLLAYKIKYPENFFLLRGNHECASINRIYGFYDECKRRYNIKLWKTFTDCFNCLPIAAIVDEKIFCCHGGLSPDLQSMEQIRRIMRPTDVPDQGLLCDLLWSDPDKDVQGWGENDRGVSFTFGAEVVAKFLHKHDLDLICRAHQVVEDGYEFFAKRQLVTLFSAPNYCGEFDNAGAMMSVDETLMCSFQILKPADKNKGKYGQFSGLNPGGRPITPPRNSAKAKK
GASC-1 inh: inhibitors of GASC-1 histone demethylase, primary screen, biochemical, fluorescence, DELFIA europium; Lysine-specific demethylase 4C (Homo sapiens), Q9H3R0; GST-JMJD2C(1-420) H3K9me3 demethylation; inhibition, % at 2.35 µM; 0.069% of 330,000 active;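 active = more than half of a compound's replicate wells show inhibition beyond 50%, single wells judged on their own value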;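 note: signal counts dimethyl H3K9 product captured on neutravidin plate; 0% = median of DMSO wells and 100% = 0.3 times that DMSO median; strong numbers were not always called active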
Target sequence (Q9H3R0 1-420 limits assumed): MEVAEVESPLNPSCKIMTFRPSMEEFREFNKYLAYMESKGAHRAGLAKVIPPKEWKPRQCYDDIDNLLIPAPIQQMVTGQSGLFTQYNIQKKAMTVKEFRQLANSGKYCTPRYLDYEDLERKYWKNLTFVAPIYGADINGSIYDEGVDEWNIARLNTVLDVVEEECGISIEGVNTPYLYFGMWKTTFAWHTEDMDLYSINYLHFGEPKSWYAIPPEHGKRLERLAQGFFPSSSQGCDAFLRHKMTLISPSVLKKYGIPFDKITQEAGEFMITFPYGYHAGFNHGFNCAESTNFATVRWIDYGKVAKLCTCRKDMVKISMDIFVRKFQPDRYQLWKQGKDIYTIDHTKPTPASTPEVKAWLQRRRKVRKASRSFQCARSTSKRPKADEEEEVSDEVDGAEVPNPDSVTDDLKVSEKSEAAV
Efflux pump inh: inhibitors of Candida efflux pumps in yeast, primary screen, S. cerevisiae, Nile Red, multiplex | 0.44% of 330,000 active | inhibition, % at 10 µM | S. cerevisiae Candida pump triplex;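 active = plate passing quality check with inhibition over a set limit, or well fluorescence over plate mean plus 4 SD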;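 note: Nile Red retained in pooled yeast measured as flow cytometry median fluorescence; 0% = buffer negative control and 100% = Enniatin B positive control; higher means more Nile Red kept so more efflux inhibition; some compounds called inactive have numbers as strong as hits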
PP5 inh: PP5 phosphatase inhibitors, primary screen, biochemical, fluorescence; Serine/threonine-protein phosphatase 5 (Homo sapiens), P53041; purified PP5c, OMFP substrate fluorescence; inhibition, % at 6.7 µM; 0.18% of 320,000 active;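 active = inhibition above the campaign's mean inhibition across all tested compounds plus 3 SD, cut at about 9.5% in these data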;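 note: 0% = DMSO only and 100% = 100 µM cantharidin control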
TPT1 inhibitor: Candida albicans TPT1 enzyme inhibitors, primary screen, biochemical, fluorescence polarization; tRNA 2'-phosphotransferase TPT1 (Candida albicans SC5314); recombinant caTPT1, FP RNA substrate dephosphorylation; inhibition, % at 5 µM; 0.81% of 300,000 active;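 active = inhibition above the mean of all tested compounds plus 3 SD, set per screening campaign, cut at about 24% in these data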;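 note: plate controls were DMSO alone for no effect and ferristatin control at 100 nM for full effect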
CTSL1 counter: Fasciola hepatica cathepsin L1 inhibitors, primary screen, counter-screen for PFM18AAP inhibitor project, biochemical, QFRET, fluorogenic peptide substrate; recombinant F. hepatica cathepsin L1, Z-Leu-Arg-MCA fluorescence; inhibition, % at 5.96 µM; 0.49% of 300,000 active;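 active = inhibition above the mean of all tested compounds plus 3 SD, set per screening campaign, cut at about 17% in these data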;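 note: 0% = plate median of test compound wells and 100% = 1 µM Z-Phe-Ala-diazomethylketone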
Numbers without * were called inactive; & = joins results of further samples. The list is partial. The share of hits here may be higher or lower than overall.

#	SMILES	LYPLA2 inh	Efflux pump inh	core dimer inh	PREPL inhibitor	PP5 inh	TPT1 inhibitor	PP1 counter	CTSL1 counter	GASC-1 inh
1	CC(=O)c1ccc(NC(=O)C(=O)c2cn(CC(=O)N3CCCCC3)c3ccccc23)cc1	5	-0.1	8	3	-2.2	1	-4	4	-1
2	O=C(c1ccc(-c2nnc(-c3ccccc3)o2)cc1)N1CCCCCC1	-1	0.2	-2	8	1.9	1	-9	0	-14
3	O=C(N[C@H](C(=O)O)c1ccccc1)C1CCC(Cn2cnc3ccccc3c2=O)CC1 (stereo not given in full)	0	0.0	-1	1	-1.1	-3	-6	0	7
4	Cc1nc(-c2ccc3c(c2)CCC(=O)N3)cs1	0	0.0	-2	6	2.3	4	-3	1	5
5	COC(=O)c1cn(NC(=O)C2COc3ccccc3O2)c(=O)c2ccccc12 (stereo not given)	6	0.0	-3	17	2.5	-3	1	3	-3
6	CCOc1ccccc1N1CC(C(=O)Nc2c(C)n(C)n(-c3ccccc3)c2=O)CC1=O (stereo not given)	0	-0.1	9	-8	2.8	1	10	-4	5
7	CN(c1ccccc1)c1nc(N)c(C#N)c(CC#N)c1C#N	-4	0.1	-5	8	0.0	0	0	2	10
8	COc1ccc(/C=N/N2CCOCC2)cc1OCc1ccccc1	-2	0.1	-3	9	0.8	3	0	6	5
9	Nc1nc(N)c(N=Nc2ccc(Cl)cc2)c(=O)[nH]1	9	0.0	3	-5	-0.1	-1	-3	-1	-1
10	CCOC(=O)N1CCN(C(=O)CN2C(=O)c3ccccc3S2(=O)=O)CC1	3	-0.1	-2	-2	-0.1	-2	-1	0	2
11	COCCn1c(SCc2ccc(OC)c(F)c2)nnc1-c1ccncc1	9	0.0	3	17	-1.3	-2	-5	-2	-6
12	Clc1ccc(-n2cc(COCc3ccccc3)nn2)cc1	-4	0.3	3	-9	3.4	2	-1	2	1
13	COc1ccc(S(=O)(=O)NCc2ccncc2)cc1OC	-1	-0.1	-5	5	-0.9	-2	-2	1	16
14	CCN(CC(=O)N1CCOCC1)S(=O)(=O)c1ccccc1	4	0.0	0	-3	3.0	0	-4	-5	-7
15	O=C(Nc1cccc(F)c1)c1sc(Cl)nc1-c1ccccc1	-7	-0.3	-24	-15	2.5	-1	0	1	-19
16	CC1(C(=O)NC(=S)N(Cc2ccccc2)c2ccccn2)CC1(Cl)Cl (stereo not given)	4	1.2	-17	2	0.6	2	-5	-1	9
17	CSC(=N/N=C(\N)c1cnccn1)SC	4	-0.2	-9	9	0.4	1	-5	0	0
18	Cc1ccc(NC(=O)C2Cc3ccccc3CN2C(=O)c2ccco2)cc1S(=O)(=O)N(C)C (stereo not given)	-3	0.1	7	-12	3.6	2	4	-2	2
19	COc1ccc(CC(=O)N/N=C(\C)c2cccnc2)cc1	0	0.4	4	-5	0.3	2	1	5	-14
20	CO/N=C\CC(=O)Nc1ccc(Oc2ccccc2)cc1	4	-0.1	0	9	0.0	3	-1	-2	-2
21	Cc1cccc(C(=O)NC(=S)NCc2ccccc2)c1	-1	-0.2	6	13	3.2	1	3	-1	1
22	C=CCn1c(=O)c2c(nc3n2CC(C)CN3Cc2ccccc2)n(C)c1=O (stereo not given)	0	-0.1	-3	5	-1.0	-4	2	2	5
23	O=C(CSc1nnc(C2CC2)n1Cc1ccccc1)c1cc2ccccc2o1	1	0.1	33	-18	6.2	20	2	0	2
24	O=C(Cn1cnc2ccccc2c1=O)NCCC(=O)Nc1ccc2c(c1)OCO2	-6	-0.1	0	-8	-0.8	1	-3	-3	-9
25	CCC(Sc1nc2ncccc2[nH]1)C(=O)NCCc1ccccc1 (stereo not given)	-1	0.0	-3	-8	-1.8	0	-5	1	4
26	CC(=O)Nc1ccc(S(=O)(=O)NC2Cc3ccccc3C2)cc1	3	-0.1	-11	10	-1.6	-3	-1	2	-20
27	Cc1ccc(C(=O)CCNc2cccc(Br)c2)o1	-7	0.2	-5	11	3.0	4	0	-2	5
28	CCCCCOC(=O)Nc1ccc(S(=O)(=O)Nc2cccc([N+](=O)[O-])c2)cc1	-9	0.6	4	1	-0.5	1	2	1	-2
29	CC(O)c1cccc(NC(=O)Cc2cccc3ccccc23)c1 (stereo not given)	4	-0.1	1	0	-4.4	0	-2	-4	1
30	COc1cc(/C=C2/SC(=S)N(CC(=O)O)C2=O)ccc1OC(=O)c1ccco1	-60	0.2	-17	25	2.8	5	2	-1	9
31	Cc1ccc(C(=O)O/N=C\c2ccc(N3CCOCC3)c([N+](=O)[O-])c2)cc1	10	0.1	-3	36	2.6	6	6	1	9
32	CCOCCCNC(=O)CN(Cc1ccc(Cl)cc1)S(C)(=O)=O	13	-0.2	-5	-1	0.3	0	-2	0	-2
33	O=C(/C=C/c1ccc(F)cc1)NC(=S)NC1CCCCC1	-7	0.0	-2	0	-0.3	-1	0	1	-2
34	COc1ccc(CN(Cc2nc3ccccc3c(=O)[nH]2)C(=O)NC2CCCCC2)cc1	-2	-0.1	3	-1	0.8	4	3	1	15&30
35	Cc1cccc(N(CC(=O)NCCc2ccccc2)C(=O)CCC(=O)Nc2ccccn2)c1C	5	0.1	-4	4	0.8	-2	1	1	-4
36	O=C(CSc1cccc(C(F)(F)F)c1)NC(=O)c1ccccc1	3	0.1	3	-23	4.1	-1	2	-4	-1
37	Cc1cc(/C=N/n2cnnc2)c(C)n1-c1ccccc1	2	-0.1	-2	-1	2.1	1	1	0	13
38	CCCn1c(/N=C/c2c[nH]c3ccccc23)nc2ccccc21	3	-0.1	-6	-2	2.1	-64	0	3	4
39	O=S(=O)(Nc1nc2ccccc2nc1N1CCc2ccccc2C1)c1ccc(Cl)cc1	-2	5.0	10	-2	-1.0	3	0	1	5
40	C=CCc1cc(Cl)ccc1OCCCNC(C)C	2	-0.2	-16	6	4.3	-6	5	0	6
41	CNC(=O)c1ccsc1NC(=O)CCS(=O)(=O)c1ccccc1	-2	0.0	-4	7	-0.1	1	-3	-3	1
42	CC(C)CN(C(=O)COc1ccc(-c2nnco2)cc1)C1CCS(=O)(=O)C1 (stereo not given)	8	0.1	3	0	3.0	-2	2	0	-8
43	COc1ccc(CCNC(=O)C(C(=O)c2ccccc2)n2ccccc2=O)cc1OC (stereo not given)	5	0.2	-4	5	-0.1	0	-3	3	0
44	CN1CCN(S(=O)(=O)c2ccc(N3CCN(C(c4ccccc4)c4ccccc4)CC3)nc2)CC1	1	0.4	3	8	0.8	2	-2	0	-4
45	COc1cccc(OCC(O)CN2CCN(c3ccccn3)CC2)c1 (stereo not given)	1	0.2	-4	-1	1.8	0	-1	-1	6
46	COc1ccc(C2=NOC(C(=O)Nc3cc(C)nn3-c3ccccc3)C2)cc1OC (stereo not given)	6	-0.1	13	7	0.3	-1	-3	-2	83
47	CC(=O)Nc1ccc(-c2csc(NC(=O)CCCc3cccs3)n2)cc1	-6	0.7	4	11	3.0	3	-5	-36	-22
48	N/C(=N\OC(=O)Oc1ccccc1)c1cccc([N+](=O)[O-])c1	3	-0.2	-9	4	0.8	-3	-1	3	3
49	O=C(O)c1ccc2c(c1)C1C=CCC1C(c1cc3c(cc1Br)OCO3)N2 (stereo not given)	-2	0.6	14	9	-1.4	1	-2	4	-2
50	COc1cc(NC(=O)c2cccs2)c(C(=O)OCC(=O)NC(=O)NC(C)(C)C)cc1OC	-8	0.1	12	16	2.1	-4	0	4	92
51	O=C(COc1ccc2ccc(=O)oc2c1)N1CCN(c2ccc(F)cc2)CC1	9	-0.1	0	-2	-0.2	0	-2	-3	10
52	CCN(CC)CCCNC(=O)c1c(O)c2c([nH]c1=O)CCCC2	-4	-0.1	-21	20	1.5	1	-1	-4	11
53	C=CCn1c(CCn2c3ccccc3c3ccccc32)n[nH]c1=S	-2	0.6	-4	17	3.8	3	5	-1	-4
54	O=S(=O)(NC1CC2CCC1C2)c1ccc(Cl)cc1 (stereo not given)	-3	-0.2	-5	-6	1.1	-2	2	1	8
55	COCC(=O)OCC(=O)Nc1cc(C(C)(C)C)nn1-c1ccccc1	-7	0.0	-4	4	0.7	-4	-3	-4	-6
56	COc1cc2c(cc1OC)C(c1cccc(F)c1)CC(=O)N2 (stereo not given)	-2	0.0	1	5	2.8	-2	0	-3	-3
57	CC/C=C/C(=O)N1CC2(CC(c3cccc(NC(=O)CC(c4ccccc4)c4ccccc4)c3)=NO2)C[C@@H]1C(N)=O (stereo not given in full)	-10	-0.1	20	-5	4.8	1	2	5	1
58	Cc1ccc(CSCC(=O)NCc2ccc3c(c2)OCO3)cc1	1	0.0	-7	8	2.8	-3	0	-1	-17
59	O=C(NCc1cccs1)C1CCCN(S(=O)(=O)c2ccc(Br)s2)C1 (stereo not given)	-2	-0.1	8	-1	2.6	2	1	1	4
60	COc1cc(C(=O)NCC(c2ccco2)N2CCOCC2)cc(OC)c1OC (stereo not given)	6	0.1	-1	1	-1.9	1	-7	3	-5

The results go on:
#	SMILES	LYPLA2 inh	Efflux pump inh	core dimer inh	PREPL inhibitor	PP5 inh	TPT1 inhibitor	PP1 counter	CTSL1 counter	GASC-1 inh
61	Cc1cc(C)n2nc(C(=O)OC(C)C(=O)c3cc(C)c(C)cc3C)nc2n1 (stereo not given)	0	0.1	5	2	2.3	0	-2	-3	-1
62	CC(=O)Nc1ccc(NS(=O)(=O)c2ccc3c(c2)NC(=O)CC(=O)N3)cc1	1	0.1	-6	2	2.4	-1	-1	-2	44
63	COc1ccc(C(=O)NCC(C)C)c(OC)c1	-2	-0.1	-7	3	-0.4	-4	-1	-4	4
64	O=C(Nc1cccc(F)c1)C1CCCCC1	-1	-0.1	6	4	-1.2	2	-4	3	-1
65	COC(=O)CNc1c(-c2ccccn2)nc2ccc(Br)cn12	1	0.0	-6	9	1.5	-12	2	2	5
66	COc1cc(C(=S)N2CCOCC2)cc(OC)c1OC(=O)Cc1ccc(F)cc1	2	0.1	2	3	2.0	-4	-4	-5	2
67	O=C(O)CCn1c(SCc2ccccc2)nc2ccccc21	1	0.0	-4	9	-0.2	0	-3	-1	6
68	Cc1nnc(NC(=O)CSc2nnc(-c3ccoc3C)n2CC(C)C)s1	3	0.0	-1	1	0.9	-4	-1	1	2
69	S=C(Nc1ccccc1)N1CCn2cccc2C1c1cccnc1 (stereo not given)	9	0.0	1	4	2.6	-1	1	-6	-4

Screening data: PubChem BioAssay, several laboratories
